# BAZ2B block: blocks human BAZ2B | 4.4% of 360,000 active | Potency, µM (top dose mostly 114 µM), for the others: top-dose activity change, negative = inhibition, actives largely listed as inhibitors | AlphaScreen BAZ2B-H3K14Ac peptide displacement | Q9UIF8; also: potency is read from the fitted curve at half-maximal effect; % is scaled to controls: 0 for no effect and ±100 for the full control effect; nearly all actives have a fitted effect of over 60% in size
#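 BAZ2B (50 nM) with biotin-H3(5-23)K14Ac peptide (50 nM) in PBS pH 7.4, 0.01% Tween-20, preformed 30 min, then compound 30 min at room temperature; top concentration 110uM. AlphaScreen streptavidin donor/nickel chelate acceptor beads (10 ug/mL final), 20 min dark, signal read.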
# HP1b chromo inh: inhibitors of HP1-beta chromodomain binding to methylated histone tails; P83916; AlphaScreen HP1-beta / biotin-H3K9me3 peptide binding; Potency, µM (titrated, usually from 114 µM), for the others: at the top dose activity change, negative = inhibition, usual class: inhibitors; 0.56% of 390,000 active; AID 540317; also: potency is read from the fitted curve at half-maximal effect; nearly all actives have a fitted effect of over 70% in size; inactives centre near 23
# Target sequence (P83916 whole entry, looked up): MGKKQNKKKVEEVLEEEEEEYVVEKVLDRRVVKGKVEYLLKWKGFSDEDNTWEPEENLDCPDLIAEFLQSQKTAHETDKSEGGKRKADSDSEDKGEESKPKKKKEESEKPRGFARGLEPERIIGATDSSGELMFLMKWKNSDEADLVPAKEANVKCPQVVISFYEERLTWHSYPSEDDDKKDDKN
#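 Compound inhibition of the preformed complex between 50 nM HP1-beta and 50 nM biotinylated H3K9me3 peptide was read by AlphaScreen. Buffer was PBS pH 7.4 with 0.01% Tween-20. Incubations ran 30 min at room temperature, with 10 ug/mL donor/acceptor beads.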
# GLS inhibitor: inhibitors of human glutaminase (GLS) | O94925 | GLS enzymatic activity, qHTS titration | Potency, µM (highest dose often 45.5 µM), for inactives: top-dose activity change, negative = inhibition, most hits filed as inhibitors | 0.21% of 410,000 active | AID 624170; also: potency is read from the fitted curve at half-maximal effect; % is scaled to controls: 0 for no effect and ±100 for the full control effect
#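 Assay buffer: 45 mM KH2PO4 pH 8.2, 0.02% Tween-20. hKGA acts on L-glutamine (1 mM solution added); product glutamate is reported by an oxidase/peroxidase Amplex Red coupling, with fluorescence taken at baseline and 30 min.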
# PI4K2A inh: PI4K2A (human) kinase inhibition | Q9BTU6 | purified PI4K2A, ADP-Glo luminescence, 1 h; stronger effect = lower value | activity change, negative = inhibition, % at 76.9 µM | 0.13% of 420,000 active | AID 1346378; in the data active = activity change below about -50%; inconclusive = mostly about -30% to -49%;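 also: -100% = wells without enzyme as full effect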
#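 PI4K2A activity was measured by ADP-Glo luminescence: enzyme (4 ug/mL stock) and phosphatidylinositol (1.2 mM stock) in Tris pH 7.5/MgCl2/EGTA/Triton X-100 buffer were reacted with ATP (300 microM stock) for one hour at ambient temperature.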
# JMJD2A Tudor inh: inhibitors of human JMJD2A Tudor domain; AlphaScreen JMJD2A-Tudor / H3K4me3 peptide binding; Potency, µM (series often up to 114 µM), without a hit: at the highest dose activity change, negative = inhibition, most hits filed as inhibitors; 4.4% of 390,000 active; AID 504339; also: potency is read from the fitted curve at half-maximal effect; % is scaled to controls: 0 for no effect and ±100 for the full control effect; nearly all actives have a fitted effect of over 50% in size
# RGS4 inhibitor: blocks human RGS4-accelerated GTP hydrolysis; P49798; Transcreener GDP fluorescence polarization, RGS4-accelerated GTP hydrolysis; Potency, µM (doses to about 114 µM), for the others: at the highest dose activity change, negative = inhibition, most hits filed as inhibitors; 0.039% of 390,000 active; AID 504845; also: potency is read from the fitted curve at half-maximal effect; % is scaled to controls: 0 for no effect and ±100 for the full control effect; nearly all actives have a fitted effect of over 75% in size; some results filed as inactive show a strong effect at the top dose
# Target sequence (P49798 whole entry, looked up): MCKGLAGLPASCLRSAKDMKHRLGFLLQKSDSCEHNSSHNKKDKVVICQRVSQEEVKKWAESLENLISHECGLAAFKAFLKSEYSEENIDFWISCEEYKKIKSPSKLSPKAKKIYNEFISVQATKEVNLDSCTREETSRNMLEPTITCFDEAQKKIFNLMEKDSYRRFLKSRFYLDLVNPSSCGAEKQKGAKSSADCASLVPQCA
#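 MLSMR compounds (23 nl, pin-transferred) preincubated 10 min at room temperature with a 500nM (2x) first reagent, then RGS4 at 900nM (2x) plus Transcreener GDP mix added; fluorescence polarization (620/688 nm) read before and after 90 min at 30 °C.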
# ERG Ets-DNA blk: ERG Ets/DNA interaction inhibition. P11308. fluorescence polarization, His-ERG Ets domain / labelled DNA. Potency, µM (top dose mostly 76.9 µM), without a hit: top-dose FP activity, negative = inhibition, actives largely listed as inhibitors. 0.028% of 370,000 active. AID 624246; active = well fitted inhibition curve with a large enough effect in the polarisation, with a control signal flat; inconclusive = small, poorly fitted or top-dose-only effect, or effect the other way, or a change in a side signal; inactive = no such curve, though single readings can be large or run the other way; the % refers to the polarisation;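 also: polarization taken with two DNA probes labelled with fluorescein and Texas red; potency is read from the fitted curve at half-maximal effect; % of control where 0% means no effect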
#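 His-tagged ERG Ets domain (1 uM in the protein solution; 300mM KCl, 50mM Tris-HCl, 1mM EDTA, 1mM DTT, pH 7.5) received compound, then a probe mix of 5 nM fluorescein-DNA and 100nM Texas-615-DNA. Fluorescence polarization was read for both dyes.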
# G9a block: inhibitors of human histone lysine methyltransferase G9a. 8.8% of 350,000 active. Potency, µM (highest dose often 102 µM), inactives show at the top dose activity, negative = inhibition, actives largely listed as inhibitors. G9a H3K9 monomethylation, AlphaScreen, 2 h. Q96KQ7. AID 504332; also: potency is read from the fitted curve at half-maximal effect; % is scaled to controls: 0 for no effect and ±100 for the full control effect; nearly all actives have a fitted effect of over 75% in size
#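 Step 1: enzyme (final 20 nM) with compound, 15 min RT. Step 2: substrate peptide 500 nM and SAM 20 uM, 2 h RT. Step 3: anti-H3K9me1 antibody and AlphaScreen beads, 10 min, then plate read.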
# ALOX12 inh: inhibitors of human 12S-lipoxygenase ALOX12; purified 12hLO, xylenol orange hydroperoxide absorbance; 1.1% of 580,000 active; Potency, µM (series often up to 108 µM), without a hit: at the top dose activity change, negative = inhibition, actives largely listed as inhibitors; also: potency is read from the fitted curve at half-maximal effect; % is scaled to controls: 0 for no effect and ±100 for the full control effect
# Target sequence (P18054 whole entry, looked up): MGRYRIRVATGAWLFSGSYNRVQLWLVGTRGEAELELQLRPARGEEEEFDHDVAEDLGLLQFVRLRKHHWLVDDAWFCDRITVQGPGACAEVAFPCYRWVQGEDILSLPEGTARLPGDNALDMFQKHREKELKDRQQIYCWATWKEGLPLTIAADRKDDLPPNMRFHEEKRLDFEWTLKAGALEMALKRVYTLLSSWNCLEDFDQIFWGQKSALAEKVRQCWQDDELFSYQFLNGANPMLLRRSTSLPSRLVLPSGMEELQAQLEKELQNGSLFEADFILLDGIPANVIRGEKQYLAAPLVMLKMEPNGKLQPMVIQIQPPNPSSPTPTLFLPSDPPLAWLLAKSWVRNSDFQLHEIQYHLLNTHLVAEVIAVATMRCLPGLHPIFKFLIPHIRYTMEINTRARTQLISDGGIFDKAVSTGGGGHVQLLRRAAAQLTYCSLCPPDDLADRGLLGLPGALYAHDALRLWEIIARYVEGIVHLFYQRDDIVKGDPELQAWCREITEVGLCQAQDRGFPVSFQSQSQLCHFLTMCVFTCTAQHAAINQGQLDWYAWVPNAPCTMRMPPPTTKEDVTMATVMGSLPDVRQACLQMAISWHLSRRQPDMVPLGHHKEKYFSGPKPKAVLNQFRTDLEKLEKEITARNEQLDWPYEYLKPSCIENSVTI
#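 Hydroperoxide product was detected by ferrous iron/xylenol orange as the 573 to 405 nm absorbance ratio. Arachidonic acid at 40 uM (final) was turned over for 30 min at room temperature by 150 nM human 12hLO, pH 7.0 Hepes buffer, after 15 min compound preincubation.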
# * marks the source's active call; other numbers are inactive results; ? = inconclusive; nt = no result given; [ ] = dose if it differs, or a comment. Unless noted, calls follow the shape of the dose curve; as a rule, active = well fitted curve in the direction sought with a large enough effect; inconclusive = small, poorly fitted or top-dose-only effect, or another doubt; inactive = no such curve, though single readings can be large; an effect the other way counts as inactive or inconclusive.
SMILES,BAZ2B block,HP1b chromo inh,GLS inhibitor,PI4K2A inh,JMJD2A Tudor inh,RGS4 inhibitor,ERG Ets-DNA blk,G9a block,ALOX12 inh
C/C(=N\NC(=O)CNC(=O)C1COc2ccccc2O1)c1ccc(Cl)cc1 (stereo unspecified),4%,26%,21%,-1,-5%,-7%,4%,nt,134%[activator]
Cc1ccccc1-n1c(=O)c2ccccc2n2nnnc12,10%,26%,15%,-4,-18%,29%,5%,-11%,-3%
COc1ccc(C=O)cc1OS(=O)(=O)c1ccc(NC(C)=O)cc1,-20%,11%,5%,-1,-13%,-18%,-5%,-42%[59 µM],-3%
CC(=O)N1CCN(C(=O)c2ccc3c(c2)S(=O)(=O)c2ccccc2C3=O)CC1,-3%,17%,-2%,-4,-1%,22%,12%,-1%,nt
COCCCNC(=O)CN1C(=O)/C(=C\c2ccc(C)cc2)Sc2ccccc21,-10%,15%,2%,-9,-14%,-27%,nt,5%[59 µM],-1%
CC(=O)n1c(C=Nc2ccc(Cl)cc2)c(O)c2ccccc21,-1%,67%[activator],4%,3,1%,-25%,11%,nt,?
COc1ccc(C(=O)NC2CCCCCCC2)cc1OC,nt,62%[activator],-3%,-2,-6%,-19%,2%,nt,103%[activator]
CN(C)S(=O)(=O)c1cccc(NC(=O)CSc2nc3ccccc3n2-c2ccccc2)c1,-7%,-1%,2%,1,-25%,4%,5%,79µM*,-7%
COc1ccccc1C1NC(=O)NC(C)=C1C(C)=O (stereo unspecified),5%,45%,-5%,1,-3%,-24%,1%,-10%,1%
O=C(O)c1ccc(CNCc2cc(Cl)ccc2O)cc1,-4%,30%,33%[activator],-4,-21%,-7%,0%,10%[0.501 µM],-29%
CN1CCN(c2nc(NCCOC34CC5CC(CC(C5)C3)C4)nc(OCC(F)(F)F)n2)CC1,10%,-1%,4%,2,?,4%,-6%,15%[12.7 µM],7%
CCOC(=O)c1c(NC(=S)Nc2ccc(Cl)cc2)sc2c1CCN(C)C2,?,-17%,-8%,7,?,?,14%,?,?
CC(=O)c1ccc2c(c1)OCCOCCOc1ccccc1OCCOCCO2,-5%,-16%,4%,-5,-5%,20%,-4%,nt,0%
Cc1ccc(-c2nc(-c3ccccn3)sc2CC(=O)O)cc1,-9%,25%,3%,-4,-26%,-39%,-12%,-16%[59 µM],0%
O=C(CSc1ccc(S(=O)(=O)N2CCOCC2)cn1)Nc1ccc(OC(F)F)cc1,-3%,23%,5%,0,-7%,-6%,-10%,10%[2.33 µM],207%[activator]
COCCNC(=O)c1cccc(Nc2nc(-c3ccccc3)c3cc(Cl)ccc3n2)c1,6%,54%[activator],5%,1,-1%,-8%,0%,16%,-29%
COc1ccc(CCC(=O)NCc2nc3cccnc3n2Cc2cccc(OC)c2)cc1,-3%,14%[57 µM],4%,3,-7%,9%,-4%,9%[59 µM],-3%
Cc1ccc(S(=O)(=O)c2nnn3c2nc(N(C)Cc2ccccc2)c2cc(Cl)ccc23)cc1C,4%,55%[activator],3%,0,0%,9%,3%,37%[59 µM],-13%
COC(=O)COc1ccc(S(=O)(=O)NCc2ccco2)cc1,-1%,9%,8%,1,-11%,19%,nt,8%[12.7 µM],19%
Cc1ccc(C)n1-c1ccc(C(=O)N/N=C/c2ccncc2)cc1,nt,?,-8%,-30,79µM*,?,8%,-21%,93%[activator]
Cc1ccc(Cl)cc1N1CCN(C(=O)CN2C(=O)COc3ccc(S(=O)(=O)N4CCC(C)CC4)cc32)CC1,-13%,23%,3%,2,-17%,-7%,-1%,3%[59 µM],-3%
COc1ccccc1CNC(=O)CCCc1cn(C)c2ccccc12,?,-4%,-4%,-4,?,-29%,2%,-21%,26%
Cc1ccc(C(=O)NCC(=O)Nc2cc(C)ccn2)cc1,-1%,39%[activator],-2%,-1,-17%,-6%,-7%,-10%[0.501 µM],-2%
Cc1cc2ncc(S(=O)(=O)c3ccccc3)c(N)n2n1,-3%,21%,8%,3,-15%,16%,28%,-2%,7%
Cc1nc2c(C(=O)N3CCN(C)CC3)cnn2c(C)c1Cc1ccc(Cl)cc1,8%,20%,6%,-2,-13%,19%,6%,-1%[59 µM],23%

# Structures listed above printed as active in G9a block.
SMILES,BAZ2B block,HP1b chromo inh,GLS inhibitor,PI4K2A inh,JMJD2A Tudor inh,RGS4 inhibitor,ERG Ets-DNA blk,G9a block,ALOX12 inh
CN(C)S(=O)(=O)c1cccc(NC(=O)CSc2nc3ccccc3n2-c2ccccc2)c1,-7%,-1%,2%,1,-25%,4%,5%,79µM*,-7%

# More results.
SMILES,BAZ2B block,HP1b chromo inh,GLS inhibitor,PI4K2A inh,JMJD2A Tudor inh,RGS4 inhibitor,ERG Ets-DNA blk,G9a block,ALOX12 inh
COc1cccc2cc(C(C)N(CCCN3CCOCC3)C(=S)Nc3ccccc3C)oc12 (stereo unspecified),?,14%,1%,3,?,23%,-1%,-24%,12%
CC(=NNC(=S)Nc1ccc(C)cc1)c1ccccn1,nt,?,23%,-1,79µM*,-10%,nt,nt,?
Cc1nc(Cl)c(N=Cc2cccc([N+](=O)[O-])c2)c(Cl)n1,-4%,-1%,0%,-2,-13%,-3%,11%,-4%,-8%
COc1cc(C)ccc1OCCOc1cc(C)ccc1Cl,?,31%,7%,-6,-27%[11.4 µM],2%[11.4 µM],-4%,?,16%
COC(=O)c1cccn(CC(=O)c2ccc(Cl)cc2)c1=O,-12%,13%,6%,1,-6%,-2%,-3%,5%,-8%
CCC(C)NC(=S)N1CCN(Cc2ccc3c(c2)OCO3)CC1 (stereo unspecified),50µM*,-11%,0%,2,-7%[11.4 µM],-40%,5%,25µM*,?
CN(Cc1cccc(F)c1)C(=O)c1ccc(S(=O)(=O)N2CCOCC2)cc1,7%,44%[activator],-4%,-5,0%,20%,-4%,20%[12.7 µM],188%[activator]
COC(=O)/C=C1\N/C(=N\c2nc(C)cc(C)n2)N(c2ccc(C)c(C)c2)C1=O,-30%,30%,-3%,5,28µM*,-19%,-1%,?,-24%
O=C(/C=C/c1ccccc1)NCCO,nt,nt,6%,-2,nt,nt,nt,-9%[12.7 µM],1%
O=C(COC(=O)C1CCN(c2ccc(C(F)(F)F)cn2)CC1)c1ccccc1,41%[activator],90%[activator],10%,-5,54%[activator],12%,4%,76%[activator],-1%
COc1ccc(C/C(N)=N/OC(=O)Cc2ccccc2)cc1,30%,60%[activator],0%,-1,29%,-9%,-1%,21%[12.7 µM],0%
COCCNC(=O)c1c(N)n(-c2ccccc2)c2nc3ccccc3nc12,22%,58%[activator],0%,0,12%,13%,nt,5%,10%
CCCC(=O)Nc1nnc(SCc2cc(=O)c3cc(C)ccc3[nH]2)s1,9%,25%[57 µM],-1%,0,-7%,3%,-2%,5%[59 µM],-20%
Cc1ccccc1C(=O)NC1CCN(CC(=O)Nc2ccc(N(C)C)cc2)CC1,-5%,18%,43%[activator],0,-22%,-2%,11%,nt,-12%
Cc1cccc(N2CCN(S(=O)(=O)c3cccc4nonc34)CC2C)c1 (stereo unspecified),nt,-21%,-2%,3,?,2%,-5%,35µM*,7%
Cc1ccccc1CCNC(=O)C1CCN(S(=O)(=O)c2ccc(-n3cnnn3)cc2)CC1,-1%,38%,-3%,1,3%,-7%,17%,-29%[2.33 µM],-6%
O=C(O)/C=C/c1cnn(-c2ccccc2)c1,-37%,21%,-10%,-10,3%,5%,-2%,-35%,10%
Cc1ccn2cc(CCNC(=O)Cc3cccs3)nc2c1,-1%,28%,-2%,-2,-5%,12%,-15%,1%,14%
O=[N+]([O-])c1nn(-c2ccc(Cl)cc2)n(O)c1=NCc1ccncc1,?,21%,-2%,1,-26%,4%,7%,40µM*,-13%
CSc1nc(-c2ccccc2)c(C#N)c(=O)n1C,-15%,-1%,1%,-7,0%,14%,0%,9%,5%

# 4 entries already listed, arranged by length of the SMILES, ascending:
SMILES,BAZ2B block,HP1b chromo inh,GLS inhibitor,PI4K2A inh,JMJD2A Tudor inh,RGS4 inhibitor,ERG Ets-DNA blk,G9a block,ALOX12 inh
COc1cc(C)ccc1OCCOc1cc(C)ccc1Cl,?,31%,7%,-6,-27%[11.4 µM],2%[11.4 µM],-4%,?,16%
CC(=NNC(=S)Nc1ccc(C)cc1)c1ccccn1,nt,?,23%,-1,79µM*,-10%,nt,nt,?
Cc1nc(Cl)c(N=Cc2cccc([N+](=O)[O-])c2)c(Cl)n1,-4%,-1%,0%,-2,-13%,-3%,11%,-4%,-8%
O=C(COC(=O)C1CCN(c2ccc(C(F)(F)F)cn2)CC1)c1ccccc1,41%[activator],90%[activator],10%,-5,54%[activator],12%,4%,76%[activator],-1%

# From PubChem BioAssay

# A portion of the library, so the mix of outcomes need not match the whole.
